# From PubChem BioAssay
# Luciferase inh: Photinus pyralis luciferase inhibition; 2.5% of 76,000 active; purified P. pyralis luciferase, luminescence, biochemical; Potency, µM (doses to about 115 µM), without a hit: at the highest dose activity change, negative = inhibition, hits mostly inhibitors; P08659; further: potency means the concentration at half of the fitted maximal effect; nearly all actives have a fitted effect of over 65% in size
# Target sequence (P08659 whole entry, looked up): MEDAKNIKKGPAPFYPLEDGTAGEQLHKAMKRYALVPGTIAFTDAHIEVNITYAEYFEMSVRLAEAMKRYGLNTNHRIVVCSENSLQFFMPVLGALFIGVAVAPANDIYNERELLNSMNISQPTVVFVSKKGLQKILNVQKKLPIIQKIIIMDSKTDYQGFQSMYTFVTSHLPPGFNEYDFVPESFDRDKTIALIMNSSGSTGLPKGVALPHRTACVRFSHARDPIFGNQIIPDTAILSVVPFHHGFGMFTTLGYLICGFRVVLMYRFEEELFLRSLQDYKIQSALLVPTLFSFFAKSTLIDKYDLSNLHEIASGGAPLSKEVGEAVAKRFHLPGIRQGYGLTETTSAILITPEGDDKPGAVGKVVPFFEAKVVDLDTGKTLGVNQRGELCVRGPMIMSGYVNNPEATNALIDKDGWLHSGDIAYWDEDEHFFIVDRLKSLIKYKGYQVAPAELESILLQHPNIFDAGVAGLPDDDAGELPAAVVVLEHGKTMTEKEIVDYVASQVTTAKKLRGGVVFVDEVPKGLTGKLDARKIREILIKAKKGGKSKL
#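 Purified P. pyralis luciferase (10nM final) in 50mM Tris acetate pH 7.5, 10mM Mg acetate, 0.01% Tween-20, 0.05% BSA with 10uM D-luciferin and 10uM ATP. Compounds titrated qHTS. Luminescence imaged on CCD.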
# 3T3 cytotox: NIH 3T3 cell cytotoxicity | NIH 3T3 viability, CellTiter-Glo ATP luminescence, 48-72 h | Potency, µM (titrated, usually from 96.7 µM), for the others: top-dose activity change, negative = cytotoxicity, hits mostly inhibitors | 4.3% of 94,000 active | AID 1345082; further: potency means the concentration at half of the fitted maximal effect; nearly all actives have a fitted effect of over 55% in size
#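 Luminescent ATP readout (CellTiter-Glo, 10 min RT) after 48 or 72 hr compound exposure of NIH 3T3 cells seeded at 400 cells/well in 1536-well format; quantitative HTS.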
# GPT2 inh: GPT2 alanine aminotransferase inhibition; Q8TD30; Recombinant GPT2, coupled pyruvate oxidase/HRP Amplex Red fluorescence; Potency, µM (doses to about 57.7 µM), without a hit: top-dose activity change, negative = inhibition, actives largely listed as inhibitors; 0.25% of 100,000 active; AID 1671188; further: potency means the concentration at half of the fitted maximal effect; nearly all actives have a fitted effect of over 60% in size; many of its hits are not listed in these tables
#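 Fluorescence read-out: pyruvate from GPT2 turnover coupled to pyruvate oxidase, HRP and Amplex Red (0.2mM ThPP, 0.2U/mL PO and HRP, 50uM Amplex final). Substrates 250uM a-KG, 2mM L-alanine; enzyme 10ng/uL; 30 min RT.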
# IP6K1 inh: inhibitors of human IP6K1 | Q92551 | 0.81% of 140,000 active | IP6K1 kinase, ADP-Glo luminescence, 2 h; hits give low values | AID 1645851 | activity change, % (series mostly up to about 58 µM); in the data active means activity change below about -25%
# Target sequence (Q92551 whole entry, looked up): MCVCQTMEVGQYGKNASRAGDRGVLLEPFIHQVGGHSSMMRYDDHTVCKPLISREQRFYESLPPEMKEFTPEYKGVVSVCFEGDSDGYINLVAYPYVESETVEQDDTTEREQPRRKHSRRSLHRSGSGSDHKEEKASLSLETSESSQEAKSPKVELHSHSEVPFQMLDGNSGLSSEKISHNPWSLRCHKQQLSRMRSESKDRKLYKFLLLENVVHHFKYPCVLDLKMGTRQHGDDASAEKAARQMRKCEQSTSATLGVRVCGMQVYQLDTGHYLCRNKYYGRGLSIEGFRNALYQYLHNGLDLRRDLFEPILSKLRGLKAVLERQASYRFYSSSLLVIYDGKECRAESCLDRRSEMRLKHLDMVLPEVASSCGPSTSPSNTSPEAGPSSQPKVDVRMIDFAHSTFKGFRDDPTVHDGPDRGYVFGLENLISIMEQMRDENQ
#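 ADP-Glo luminescence measures ADP made by human IP6K1 during a 2 h RT reaction with ATP/IP6 (mix at 1.3 mM/130 uM); top library doses 57.5 and 19.1 uM final.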
# SNCA expr inh: reduces expression of the alpha-synuclein gene; HEK-293 SNCA-luciferase knock-in, luminescence, 24 h; Potency, µM (titrated, usually from 57.2 µM), inactives show top-dose activity change, negative = inhibition, actives largely listed as inhibitors; 0.17% of 140,000 active;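 further: potency means the concentration at half of the fitted maximal effect; plate controls were DMSO cells for no effect and cell-free wells for full effect; nearly all actives have a fitted effect of over 45% in size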
# HEK293 tox: HEK 293 cell cytotoxicity | HEK 293 viability, ATP luminescence (CellTiter-Glo), 48-72 h | Potency, µM (titrated, usually from 115 µM), for inactives: at the highest dose activity change, negative = cytotoxicity, most hits filed as inhibitors | 6.6% of 94,000 active | AID 1345083; further: potency means the concentration at half of the fitted maximal effect; nearly all actives have a fitted effect of over 60% in size
#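 HEK 293 seeded at 250 cells/well receive compound via pintool. After 48 or 72 hr at 37 degree Celsius, 5% CO2 and 95% humidity, CellTiter-Glo is dispensed and luminescence read following 10 min at room temperature.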
# HEK293 viab: cell viability loss counter-screen | HEK-293-SNCA-luc viability, GF-AFC fluorescence, 24 h | Potency, µM (top dose mostly 57.1 µM), inactives show top-dose activity change, negative = cytotoxicity, usual class: cytotoxic | 0.12% of 150,000 active;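 further: potency means the concentration at half of the fitted maximal effect; 0% = DMSO-treated cells and -100% = medium-only wells without cells; nearly all actives have a fitted effect of over 30% in size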
#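 Cytotoxicity counterscreen: after 24 h compound treatment of genome-edited SNCA-luciferase HEK-293 cells, live-cell protease substrate GF-AFC read by fluorescence after 30 min; activity scaled between DMSO (0%) and medium-only (-100%), curves Hill-fitted.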
# * = called active by the depositor; i = inactive; ? = inconclusive; nt = not tested or not shown; [ ] = dose if it differs, or a comment. Unless noted, the call rests on the fitted dose curve; in most records, active means well fitted curve in the direction sought with a large enough effect; inconclusive means small, poorly fitted or top-dose-only effect, or another doubt; inactive means no such curve, though single readings can be large; an effect the other way counts as inactive or inconclusive. Unless noted, on the % scale 0 is the no-effect control and ±100 the full control effect.
SMILES,Luciferase inh,3T3 cytotox,GPT2 inh,IP6K1 inh,SNCA expr inh,HEK293 tox,HEK293 viab
Cc1nc2n(c1C(=O)NCCOc1ccccc1)CCC(Nc1ccc(F)cc1)C2 (stereo unspecified),-1.8%[172 µM],?,3.9%[88.5 µM],1.8,12.6%[87.6 µM],?,-5.3%[87.6 µM]
CN(CC#N)C(=O)[C@H]1CN(Cc2ccccc2)C[C@H]1C(=O)O,-11.7%,-15.6%,1.7%,-17.9,6.4%,-12.1%,5.3%
O=C(c1cccc2[nH]ccc12)N1CC[C@@H]2COCCN(Cc3cccnc3)[C@@H]2C1,-1.4%,?,i,-0.6,0.7%,0.1%,-4.4%
CCN(CC)c1ccc(NC(=O)c2sc3ccccc3c2Cl)cc1,nt,nt,nt,-4.5,45.6%[activator],nt,-11.2%
O=C(CNC(=O)c1ccc(-c2cccc(C(F)(F)F)c2)cc1)NCCCc1ccccc1,nt,-11.6%,-1.2%,6.2,5.0%,-15.6%,7.0%[12.5 µM]
CCN(CC)C1CCOC2(CCN(C(=O)c3n[nH]c4ccccc34)CC2)C1 (stereo unspecified),-1.2%,-9.3%,-0.8%,-3.6,18.6%,?,10.3%
COc1ccc(C(=O)NCC(=O)N2CCCCCCNC(=O)CC2c2ccccc2)cn1 (stereo unspecified),-9.1%,4.6%,-1.7%,11.8,-5.1%,?,-9.4%
Cn1c(C(=O)NCCc2ccccn2)nc2nc(-c3ccccc3)c(Cl)cc21,44.7µM*,?,i,-0.7,-16.8%[87.6 µM],?,-13.3%[87.6 µM]
C/C=C/CC(=O)N1CCC(Oc2ccccc2OC)(C(=O)O)CC1,4.3%,3.1%,-8.0%,-9.1,-2.2%,-5.1%,-8.4%
C=CCn1cc2c3c(cccc31)[C@H](CC(C)C)N[C@H](C(=O)NCCN(C)C)C2,1.2%[172 µM],35.5µM*,?,-6.4,7.5%[87.6 µM],35.5µM*,-0.2%[87.6 µM]
COc1ccc(CN2CCCCCNC(=O)[C@@H]3CCC[C@@H]32)cc1Cn1ccnc1,-3.7%,?,i,-7.4,-10.6%,?,-2.2%
Cc1nn(-c2ccccc2)c2c1C(C1CC1)N(C1CN(C(=O)C3CCCC3)C1)C2=O (stereo unspecified),nt,35.5µM*,nt,10.2,nt,44.7µM*,nt
CC1(c2cccnc2)N(CCOc2ccccc2)C(=O)OC12CCN(C(=O)CN1CCOCC1)CC2 (stereo unspecified),-5.0%,?,-8.9%,-7.7,-20.0%,-2.3%,11.0%
COc1ccc2[nH]cc(CCNC(=O)C3CC(=O)N(c4n[nH]c5cccc(F)c45)C3)c2c1 (stereo unspecified),6.7%,-8.2%,i,-6.1,-4.0%,?,-20.3%
O=C(CC(c1ccccc1)c1ccccc1Cl)NCc1cc2n(n1)CCNC2 (stereo unspecified),-2.8%,-15.1%,?,2.3,10.9%,-12.7%,-3.6%
O=C1CC(c2ccc(F)cc2)c2c(n3c(nc4ccccc43)[nH]c2=O)N1 (stereo unspecified),nt,nt,nt,-3.4,-15.2%,nt,8.1%
COC(=O)NCCNC(=O)c1ccc(-c2cncnc2)cc1,nt,-10.4%[138 µM],nt,-0.3,nt,-16.4%[172 µM],nt
COc1ccc(CN2CCCC(c3nn(-c4ccc(OC)cc4)c(=O)[nH]3)C2)cc1 (stereo unspecified),1.8%,?,i,5.5,-6.8%,?,13.4%
Cc1cccc(Nc2cc(C)nc(-n3nc(C)cc3C)n2)c1,nt,nt,nt,4.0,?,nt,-29.1%
COc1cccc(Nc2ccc3cc(S(=O)(=O)N4CCC(C)CC4)ccc3n2)c1,nt,nt,nt,3.1,?,nt,-4.2%
CCc1cccc(NS(=O)(=O)c2ccc(-n3cccn3)cc2)c1,nt,nt,nt,19.0,?,nt,-4.1%
CCC[S+](=O)([O-])N1CCN(C(=O)N2CC3CC(C2)[C@H]2CCCC(=O)N2C3)CC1 (stereo partly specified),-8.3%,-14.8%,-12.8%,4.1,29.8%,-1.3%,-13.9%
CN(C)Cc1nnc(C2CC(NC(=O)c3cnc4c(c3)CCC4)C2)n1C (stereo unspecified),-11.1%,i,-6.6%,13.1,18.5%,i,4.0%
Cc1ccccc1-c1[nH]nc2ncc(-c3ccccc3C#N)nc12,-10.5%[172 µM],?,-10.0%[88.5 µM],15.5,10.3%[87.6 µM],?,-12.0%[87.6 µM]
CC(NC(=O)c1ccc(-c2ccc(N3CCCCCC3)nc2)cc1)c1cccnc1 (stereo unspecified),?,25.1µM*,-11.8%,-1.7,?,?,?
# Going on with the list.
SMILES,Luciferase inh,3T3 cytotox,GPT2 inh,IP6K1 inh,SNCA expr inh,HEK293 tox,HEK293 viab
O=C(NCCc1cccc(F)c1)C1CC(=O)N(c2n[nH]c3cccc(F)c23)C1 (stereo unspecified),-4.2%,4.1%,i,17.6,-23.7%,7.0%,9.0%
CN1C(=O)c2ccccc2Sc2ccc(NC(=O)NCc3cccc(Cl)c3)cc21,nt,nt,nt,-4.4,?,nt,-22.0%
O=C(c1ccccc1)N1CCC(c2nc3ccccc3o2)CC1,nt,nt,nt,23.4,11.8%,nt,11.7%
COC(=O)NC1CCCN(Cc2cccc(-c3ccc(C)c(Cl)c3)c2)C1 (stereo unspecified),nt,?,i,-9.9,1.5%,44.7µM*,11.6%
COC(=O)CNC(=O)c1nc2cccnc2n(-c2ccc(OC)cc2)c1=O,nt,-15.3%,i,10.0,5.1%,-4.2%,-5.3%
CCOCCOC1CCN(C(=O)c2c[nH]c3ccccc23)CC1,-12.4%,i,i,21.3,35.3%[activator],11.7%,-0.9%[12.5 µM]
NC[C@H]1O[C@H](Cc2cc(-c3ccc(F)cc3)on2)CC[C@@H]1O,35.5µM*,-6.1%[174 µM],1.3%[88.5 µM],9.2,14.0%[87.6 µM],?,7.4%[87.6 µM]
CN(C)C(=O)c1ccc2c(c1)NC(C)(COc1ccc3[nH]ccc3c1)CO2 (stereo unspecified),-1.8%[172 µM],-16.0%[138 µM],-1.6%[88.5 µM],-7.8,-16.4%[87.6 µM],?,1.4%[87.6 µM]
Cc1cc(NC(=O)C(C)(C)Oc2ccc(Cl)cc2)cc(-c2nc3ncccc3o2)c1O,nt,nt,nt,20.1,2.6%,nt,16.5%
O=C(Cc1ccc(O)cc1)N1CCOC2(CCN(C(=O)c3ccccc3)CC2)C1,nt,-7.5%,-2.5%,-9.9,-20.3%,-12.2%,1.5%
Cc1ccc(C2=NN(CC(=O)NC(C)c3ccccc3)C(=O)CC2)cc1 (stereo unspecified),nt,nt,nt,-1.7,-9.2%,nt,7.3%
COCCCNc1ncnc2c1CN(c1ccccc1)C(=O)CN2C,-7.7%,-24.8%,?,25.8,-7.4%,-13.2%,4.9%
Cc1cccc(NC(=O)CSc2nc3c(oc4ccccc43)c(=O)n2-c2ccccc2)c1C,nt,nt,nt,2.9,-1.7%,nt,?
COCCN1CCCCCC(O)c2cc(C(=O)N3CCN(c4ccccc4OC)CC3)ccc21 (stereo unspecified),9.9%,?,i,-11.5,9.3%,?,-0.5%
COCCC(=O)N1CCC2(CCC2OC)CC1 (stereo unspecified),7.0%,0.5%,i,7.0,22.8%,-9.0%,6.8%
CCN1C(=O)C(CC(=O)NCc2ccco2)Sc2ncccc21 (stereo unspecified),-11.2%,-18.6%,4.7%,-7.1,15.5%,?,5.0%
O=S1(=O)CCC(S(=O)(=O)N2CCCC2)C1 (stereo unspecified),5.9%,i,-5.7%,-4.9,-5.1%,17.9%,3.3%
O=C(NCC1CCCO1)c1noc(-c2ccc[nH]c2=O)n1 (stereo unspecified),5.5%,i,i,2.2,-18.0%,-7.7%,5.4%
O=C(NCCc1nc2ccccc2n1Cc1ccccc1)c1ccco1,nt,nt,nt,20.1,3.5%,nt,-1.2%
CC(C)c1ccc(NC(=O)Cn2cnc3c2c(=O)n(C)c(=O)n3C)cc1,nt,nt,-0.7%,-13.6,nt,nt,0.2%
Cn1cc(-c2cc(-c3cccnc3)c3cncn3c2)cn1,0.5%[230 µM],?,-21.1%[88.5 µM],-16.0,-14.9%[87.6 µM],?,12.4%[87.6 µM]
COc1ccc(C(=O)N2CCn3c(nnc3[C@@H]3C[C@@H](O)CN3Cc3ccccc3)C2)cn1,5.1%,-5.5%,i,7.2,-0.3%,-16.1%,0.6%[12.5 µM]
CCNC(=O)Cn1c(-c2cccs2)cc2ccccc21,nt,nt,nt,-10.3,-4.2%,nt,-3.7%
COCCn1c(C)cnc1CC1CCCN(S(=O)(=O)c2ccccc2)C1 (stereo unspecified),nt,-32.6%,-22.8%,9.5,-4.0%,?,-5.1%
COc1ccc(CCNC(=O)c2ccc3c(c2)CCN3S(=O)(=O)c2ccc(C)cc2)cc1OC,nt,nt,nt,-2.3,-25.4%,nt,-10.6%
# Later entries.
SMILES,Luciferase inh,3T3 cytotox,GPT2 inh,IP6K1 inh,SNCA expr inh,HEK293 tox,HEK293 viab
O=C(NC1CCCCC1)N1CCC(N2C(=O)C3(CCCCC3)C2c2ccncc2)CC1 (stereo unspecified),-4.0%,-18.0%,i,-6.0,7.9%,-31.3%,9.3%[12.5 µM]
COc1ccc(C(=O)NC2CCN(Cc3cccc(-c4ccccc4OC)c3)CC2)cc1,nt,?,nt,19.9,nt,22.4µM*,nt
O=C(Nc1ccc(F)cc1)[C@@H]1C[C@@H](c2ccc(F)cc2)N([S+](=O)([O-])c2ccccc2)C1,-1.8%,?,-19.4%,-0.9,?,?,-16.2%
COCC(=O)NC1CCC12CCN(C(=O)Nc1ccccc1)CC2 (stereo unspecified),nt,-13.9%,i,31.9,54.8%[activator],-0.5%,17.0%
CCOc1ccccc1C(=O)NC1CCN(c2cc(-c3ccc(Cl)cc3)[nH]n2)C1 (stereo unspecified),0.1%,?,?,10.7,-18.9%,35.5µM*,-12.2%
CCOc1cc(=O)n2c(c1C(=O)Nc1cc(C)ccc1F)CCCC2,0.3%,-2.3%,i,-0.4,17.8%,?,-10.8%

# Single entries from the results shown.
# Entry of `O=C(NC1CCCCC1)N1CCC(N2C(=O)C3(CCCCC3)C2c2ccncc2)CC1` (stereo unspecified) in SNCA expr inh: 7.9%
# Entry of `COc1ccc(C(=O)NC2CCN(Cc3cccc(-c4ccccc4OC)c3)CC2)cc1` in HEK293 tox: 22.4µM*
# Entry of `O=C(Nc1ccc(F)cc1)[C@@H]1C[C@@H](c2ccc(F)cc2)N([S+](=O)([O-])c2ccccc2)C1` in IP6K1 inh: -0.9

# Whole records as entered above. Order of screens: Luciferase inh, 3T3 cytotox, GPT2 inh, IP6K1 inh, SNCA expr inh, HEK293 tox, HEK293 viab
# Entry for O=C(Nc1ccc(F)cc1)[C@@H]1C[C@@H](c2ccc(F)cc2)N([S+](=O)([O-])c2ccccc2)C1 = -1.8%, ?, -19.4%, -0.9, ?, ?, -16.2%
# Entry for COc1ccc(C(=O)NC2CCN(Cc3cccc(-c4ccccc4OC)c3)CC2)cc1 = nt, ?, nt, 19.9, nt, 22.4µM*, nt

# A portion of the library; the hit share may differ from the screen's.
